Bioassay records (PubChem)
GPR55 antagonists = inhibition of LPI-stimulated GPR55 beta-arrestin translocation – imaging, U2OS, beta-arrestin-GFP, LPI agonist, primary screen (AID 2013); U2OS GPR55 beta-arrestin-GFP translocation imaging, LPI antagonism; higher % means a stronger effect; one-dose inhibition, % at 10 µM; IC50 in µM for titrated hits; actives 0.13% (n = 290,000);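 active = spots per cell inhibited over 60%, with over 100 cells counted and total cytoplasm intensity under 500,000; inconclusive = wells with under 100 cells, flagged as likely toxic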;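 also: U2OS cells stably carrying GPR55 and arrestin-GFP stimulated by 5 µM LPI near EC80; imaged beta-arrestin-GFP aggregate spots per cell after agonist stimulation; plate controls were LPI-stimulated DMSO wells for no effect and DMSO wells without LPI for full effect; some results filed as inactive read as strong as hits; confirmed hits need IC50 under 10 µM and bright autofluorescent wells are also inconclusive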
NOD1 NF-kB reporter = NOD1 signaling inhibitors, primary screen, cell-based, luminescence, uHTS (AID 1578); NOD1-driven NF-kB luciferase reporter cells, luminescence; higher % means a stronger effect; inhibition, % at 4 µM; hits with a dose series show EC50 in µM; actives 1% (n = 290,000); in the data active = inhibition mostly above about 36%, no sharp cut-off; inactive = mostly below about 34%;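 also: HEK-293T reporter cells stimulated with the NOD1 agonist gamma-tri-DAP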
KOR beta-arrestin-1 = KOR agonists, beta-arrestin recruitment, primary screen, cell-based, luminescence, uHTS (AID 1777); KOR beta-arrestin recruitment, luminescence; higher % means a stronger effect; activation, % at 10 µM; hits with a dose series show EC50 in µM; actives 0.02% (n = 280,000); in the data active = activation above about 50%, passing the limit was not always enough; also: a part of the inactive calls stands beside numbers as strong as those of hits
T cell HTS = T cell immune modulation candidate. 2C CD8+ T cell-vesicle binding, flow cytometry; active compounds read low. calls only at 7 µM. actives 0.068% (n = 330,000);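 active = response, share of CD8 T cells binding vesicles, and their 90th percentile fluorescence all below set limits, cut at about 80% in these data, passing the limit was not always enough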
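Benchmarks: naked versus QL9-loaded vesicles / Assay system: purified 2C TCR transgenic mouse naive CD8+ T cells / Technique: high-throughput flow cytometry with anti-B7-1 and anti-CD8 staining / Timing: Cell–vesicle co-incubation 1.5 h at 37 °C, staining 20 min on ice / Read-out: percent CD8+ FL2 mean versus row control / Probe or stimulus: QL9-loaded Drosophila micro-vesicles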
KOR beta-arrestin-2 = KOR antagonists, beta-arrestin recruitment, cell-based, luminescence, uHTS (AID 1778); KOR beta-arrestin recruitment, luminescence, antagonist mode; higher % means a stronger effect; inhibition, % at 10 µM, or IC50 in µM where a hit was titrated; actives 0.091% (n = 290,000); also: strong numbers were not always called active
HEK293 NOD2/NF-kB = inhibition of NOD2-driven NF-kB reporter – cell-based, luminescence, uHTS, HEK293 (AID 1566); HEK293 NOD2/NF-kB luciferase reporter, luminescence; higher % means a stronger effect; inhibition, % at 4 µM, or EC50 in µM where a hit was titrated; actives 0.63% (n = 290,000); also: many of its hits are not listed in these tables
NTR1 agonist = NTR1-driven beta-arrestin-GFP spot formation – imaging, U2OS cells, high content, primary screen (AID 493036); P30989; agonist mode; activation, % at 20 µM; actives 0.17% (n = 330,000);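 active = activation at or above 40% of the spot to cytoplasm intensity ratio, with at least 20 cells analyzed; inconclusive = wells under 20 cells, flagged as cytotoxic or low count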;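 also: 0% = DMSO without peptide and 100% = 100 nM NTR1 peptide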
Target sequence (P30989 whole entry, looked up): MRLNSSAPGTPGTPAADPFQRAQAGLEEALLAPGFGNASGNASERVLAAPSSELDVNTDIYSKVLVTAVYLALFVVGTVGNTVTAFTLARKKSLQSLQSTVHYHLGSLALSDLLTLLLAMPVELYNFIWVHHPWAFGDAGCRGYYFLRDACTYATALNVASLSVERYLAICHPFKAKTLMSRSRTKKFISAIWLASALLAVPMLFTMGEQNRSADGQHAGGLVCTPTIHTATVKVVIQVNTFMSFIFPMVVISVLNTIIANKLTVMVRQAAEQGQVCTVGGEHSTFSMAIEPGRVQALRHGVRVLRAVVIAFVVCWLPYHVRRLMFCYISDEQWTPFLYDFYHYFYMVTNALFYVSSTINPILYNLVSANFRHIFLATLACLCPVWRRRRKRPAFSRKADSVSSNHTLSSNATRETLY
Myeloid diff MLP = compounds promoting myeloid differentiation | calls only at 10 µM | actives 1% (n = 360,000) | ER-HoxA9 myeloid progenitors, lysozyme-GFP differentiation, flow cytometry | AID 624256;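 active = normalized GFP-positive differentiation at or above the plate's own cutoff, the solvent-only control mean plus 3 SD; inconclusive = no clear call, values can overlap the other calls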;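 also: cells exposed to compound for four days before flow analysis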
GPR55 activation = GPR55 agonists via beta-arrestin recruitment, primary screen, imaging, U2OS cells, beta-arrestin-GFP redistribution (AID 1961). U2OS GPR55 beta-arrestin-GFP redistribution imaging; higher % means a stronger effect. activation, % at 10 µM; hits with a dose series show EC50 in µM. actives 0.048% (n = 290,000);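 active = activation above 40% with more than 50 cells counted in the well; inconclusive = wells holding fewer than 50 cells, flagged as toxic or sparse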;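 also: U2OS osteosarcoma cells stably expressing GPR55 and beta-arrestin-GFP; plate controls were DMSO negative control for no effect and LPI positive control for full effect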
T cell HTS vesicle-bound % = second read-out of T cell HTS, no call of its own (marks repeat the call); double positive events, %; measured here: CD8+ vesicle-bound cell fraction;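 binding gate set so that unloaded-vesicle control wells show 10% double positive cells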
NTR1 agonist cell count 20 µM = further read-out of NTR1 agonist, marked with its call; cell count; measured here: cell count, cytotoxicity flag
Myeloid diff MLP GFP+ MAC1+ % = further read-out of Myeloid diff MLP, marked with its call; GFP+ MAC1+ double positive, %; measured here: differentiation confirmed by MAC1 staining
* hit, by the source's call; i = inactive; ? = inconclusive; · = not tested or not shown; [ ] = dose if it differs, or a comment. Rule as the data show it, unless noted: active = inhibition above about 50%; inactive = the rest. Not all compounds are listed; the hit share may differ from the screen's.

SMILES	GPR55 antagonists	NOD1 NF-kB reporter	KOR beta-arrestin-1	T cell HTS	T cell HTS vesicle-bound %	KOR beta-arrestin-2	HEK293 NOD2/NF-kB	NTR1 agonist	NTR1 agonist cell count 20 µM	Myeloid diff MLP	Myeloid diff MLP GFP+ MAC1+ %	GPR55 activation
O=C(Nc1ccnn1C1CCN(C2CCC2)CC1)c1cccc(F)c1	4%	-27%	1.2%	i	25	-16%	-8%	0.8	54	i	0.0	0.2%
Cc1ccc(NC(=O)CSc2nnc(-c3cccs3)o2)cc1S(=O)(=O)N(C)C	6%	0%	0.4%	i	43	-14%[20 µM]	-70%	0.6	86	·	·	-0.1%
O=C(NCc1cccnc1)C(=O)NCC1OCCCN1S(=O)(=O)c1ccccc1 (configuration not stated)	14%	-2%	2.1%	i	28	0%	16%	0.6	64	i	0.4	-0.2%
CC(=O)Nc1ccc(NC(=O)CSc2nnc(-c3cccs3)n2C)cc1	-4%	-30%	4.2%	i	26	-26%	-20%	1.4	35	i	0.8	0.6%
CNc1nc(OCC(F)(F)F)nc(N2CCOCC2)n1	4%	-15%	-0.7%	i	50	26%	12%	-1.3	38	i	0.7	-0.2%
CC(O)C(NS(=O)(=O)c1ccc(Cl)cc1)C(=O)OCC(=O)N1CCN(c2ccccc2)CC1 (configuration not stated)	7%	-3%	-2.0%	i	27	29%	16%	23	56	i	0.7	0.1%
CC(=O)N1CCn2c3ccc(C)cc3c3cccc1c32	2%	-41%	-2.1%	i	40	-48%	-29%	-1.2	92	i	0.6	-0.4%
Fc1ccc(N=c2ssnc2Cl)c(F)c1	14%	-14%	-4.6%	i	40	-27%	14%	0.4	48	·	·	0.2%
CC1=CC(=O)c2c(O)ccc(O)c2C1=O	5%	-4%	-2.2%	i	45	-40%	4%	·	·	·	·	0.5%
Nc1ccccc1NC(=O)c1ccccc1N	-1%	-10%	8.8%	i	4	-31%	-17%	-0.5	78	i	0.5	0.2%
COc1ccc(C2C(C(=O)Nc3ccccc3)=C(C)Nc3nc(CCCO)nn32)cc1 (configuration not stated)	24%	-22%	0.4%	i	21	-9%	2%	-0.1	77	i	0.7	-0.2%
CCOP(=O)(OCC)C(Nc1ccc(OC)cc1)c1ccco1 (configuration not stated)	9%	-4%	-3.5%	i	20	38%	22%	0.0	44	i	0.6	-0.4%
CCS(=O)(=O)N1CCC(C(=O)NCCN2CCN(Cc3ccccc3)CC2)CC1	6%	0%	0.8%	i	70	2%	14%	-0.9	68	i	1.2	0.0%
CCOc1ccccc1CNS(=O)(=O)c1ccc2c(c1)C(C)(C)C(=O)N2C	8%	-5%	6.1%	i	33	-79%	9%	-0.3	62	i	0.0	-0.2%
O=C(O)c1cc(N/N=C/c2cccc3ccccc23)ccc1Cl	6%	-13%	0.0%	i	30	-15%	-101%	1.5	50	i	0.8	-0.1%
COc1ccc(Cl)cc1C(=O)Nc1nnn(C)n1	3%	3%	1.2%	i	31	26%	4%	-0.7	77	i	0.0	-0.1%
Cc1nc(NCC(c2ccccc2)N(C)C)c2c(C)c(C)sc2n1 (configuration not stated)	-1%	-16%	0.9%	i	13	-12%	36%	1.0	56	i	0.3	-0.1%
COc1ccc(CN=Nc2cc(C)nc(NS(=O)(=O)c3ccccc3Cl)n2)cc1	5%	-24%	-1.5%	i	23	-19%	19%	-0.4	38	·	·	0.9%
O=C(O)CCN(Cc1ccccc1)S(=O)(=O)c1ccc(Cl)cc1F	15%	-20%	1.0%	i	48	8%	10%	1.9	56	i	0.5	-0.5%
COc1ccc(C(=O)Nc2nnc(-c3ccccc3)s2)cc1	2%	-174%	1.0%	i	56	-16%	-80%	-0.5	56	i	1.1	-0.2%
Cc1ccc(NC(=O)CSc2nc3ccccc3c3nc(CCc4c(C)n[nH]c4C)nn23)cc1F	21%	-52%	-0.9%	i	23	-18%	4%	12	76	?	·	-0.1%
O=C(NC1CCCCCC1)C1CCC(=O)N(Cc2ccccc2F)C1 (configuration not stated)	-9%	3%	0.0%	i	64	-41%	3%	1.9	56	i	1.6	-0.1%
O=C(Nc1cccc(O)c1)c1ccc(S(=O)(=O)N2CCCCCC2)cc1	0%	-36%	-1.1%	·	·	14%	-14%	0.2	65	i	0.7	0.0%
CCCCCCCCCCOC(=O)C[N+](C)(C)C/C=C(/C)Cl	-3%	-22%	-0.2%	i	42	-10%	13%	-0.8	88	i	0.2	-0.2%
Cn1cccc1-c1nc2ccc(NC(=O)c3ccccc3)cc2[nH]1	-5%	-20%	-3.1%	i	36	23%	-18%	0.7	75	i	0.5	-0.3%
COc1ccc(C(=O)N(CN2CCCC2=O)c2nccs2)cc1OC	-17%	-6%	-2.6%	i	37	31%	14%	-0.1	88	i	0.4	-0.1%
CCCCN(CC)C(=O)Cc1cn(C)c2ccccc12	1%	8%	5.9%	i	22	-40%	-6%	-1.6	77	i	1.5	-0.1%
CCOC(=O)N1CCN(Cc2nc3ccc([N+](=O)[O-])cc3c(=O)n2-c2ccccc2F)CC1	2%	-3%	-4.9%	i	11	0%	-18%	0.2	93	i	0.2	-0.1%
O=C(NC1CC1)C1CCN(c2ncnc3c2sc2cccc(F)c23)CC1	-12%	12%	-1.0%	i	46	-11%	20%	1.1	53	i	4.2	0.3%
COc1cc(OC)cc(C(=O)N2CCCc3ccccc32)c1	12%	-10%	-1.0%	i	43	4%	-2%	-0.8	46	i	7.3	0.0%
O=C1CCCc2cc3c(cc21)CC1(C3)Cc2cc3c(cc2C1)C(=O)CCC3	-10%	24%	-1.1%	i	64	-107%	39%	7.3	101	?	·	0.9%
CC1(C)NC(C)(C)C(O)(C(N)=O)C1=O (configuration not stated)	-2%	2%	1.6%	i	20	-28%	-4%	-0.6	79	i	2.1	0.2%
NS(=O)(=O)c1ccc(N2CCN(CCOc3ccc(Cl)cc3)CC2)nc1	7%	-6%	5.3%	i	24	-11%	16%	2.9	40	i	3.3	-0.2%
O=C(CN1CCOCC1)Nc1nc2cc([N+](=O)[O-])ccc2s1	1%	-54%	1.9%	i	47	-28%	-29%	-1.9	57	i	1.5	0.1%
CC(NC(=O)c1ccc(Br)cc1Br)c1ccccc1 (configuration not stated)	-8%	-1%	6.7%	i	68	-7%[20 µM]	-25%	0.2	50	i	0.2	-0.2%
CN(C)c1nc(N2CCOCC2)nc(N(c2ccccc2)c2ccccc2)n1	4%	-16%	11%	·	·	17%	4%	·	·	i	0.7	-0.1%
O=C(N1CCOCC1)C12CC3CC(C1)CC(C(=O)N1CCOCC1)(C3)C2	-8%	20%	2.9%	i	27	-16%	14%	-2.1	88	i	0.6	-0.1%
Cc1cccc(C)c1OCCN1CCCC1	-11%	-26%	1.7%	i	60	8%	12%	0.5	59	i	0.7	0.6%
C/C(=N\NC(=O)C1CCCC1)c1ccc(Cl)cc1	-5%	-14%	-6.2%	i	12	27%	-9%	0.1	57	i	1.6	-0.1%
Cc1ccccc1OCC(O)CN1CCN(CC(O)COc2ccccc2C)CC1 (configuration not stated)	10%	27%	-1.2%	i	48	3%	-2%	-0.6	30	i	0.5	-0.4%
COCCn1c(SCC(=O)NC2CCCCC2)nnc1-c1ccco1	-5%	0%	3.4%	i	17	-28%	4%	0.1	57	i	6.0	0.3%
Cc1ccc(NC(=S)NC2CCCC2)c(C)c1	7%	-26%	-2.5%	i	59	14%	-13%	0.8	61	i	0.9	-0.1%
O=C(NCCN1CCN(C(=O)c2cc3ccccc3oc2=O)CC1)c1cc2ccccc2oc1=O	12%	8%	3.8%	i	49	-33%	15%	0.1	33	i	0.7	0.2%
Cc1nn(C)c(Cl)c1CN1CCCC(C(=O)Nc2cccc(-n3cccn3)c2)C1 (configuration not stated)	-3%	6%	0.5%	i	3	-37%	9%	-0.1	45	i	0.9	-0.2%
CCCN(CCC)Cc1c(C(=O)N/N=C/c2ccsc2)nnn1-c1nonc1N	-4%	-10%	2.4%	i	28	-22%	7%	0.7	47	i	0.5	-0.2%
O=C(Cn1cnc2c(cnn2-c2ccccc2)c1=O)N1CCOCC1	7%	-24%	-1.5%	i	48	9%	13%	1.3	81	i	1.5	-0.1%
COC(=O)c1sccc1NC(=O)C1C2C=CC(O2)C1C(=O)O (configuration not stated)	-2%	-21%	-3.2%	i	64	8%	2%	-0.9	63	i	0.2	0.1%
CCOC(=O)N1CCN(C(=O)c2c(-c3ccccc3)noc2C)CC1	4%	-4%	-1.5%	i	31	-6%	3%	-2.4	61	i	5.9	0.6%
O=C(/C=C/N1CCOCC1)c1coc2ccccc12	10%	-76%	0.4%	i	57	1%	-129%	0.1	45	i	1.0	-0.2%
c1ccc(-n2cccc2CNC2CCCCC2)cc1	-1%	4%	6.6%	i	16	24%	17%	2.0	61	·	·	0.2%
O=C(NCCc1ccccc1)C(c1ccccc1)N(C(=O)c1csnn1)C1CC1 (configuration not stated)	6%	-20%	·	i	32	-13%[20 µM]	0%	1.8	38	i	0.4	0.2%
CC(C)(C)c1csc(N(CCC#N)CCC#N)n1	-14%	13%	0.3%	i	22	-25%	10%	1.1	62	i	1.8	-0.2%
CCOC(=O)c1sc(NC(=O)CSc2nc3c(c(=O)n2-c2ccc(F)cc2)SCC3)c(C(=O)OCC)c1C	6%	-4%	0.2%	·	·	14%	5%	·	·	·	·	-0.3%
Cc1ccc(NC(=O)Nc2ccon2)cc1Cl	13%	-19%	2.5%	i	4	14%	-6%	0.7	60	i	2.5	0.2%
Cn1cc(Br)c(C(=O)N2CCCCCC2)n1	11%	-15%	-4.4%	·	·	19%	2%	0.1	65	i	2.0	0.0%
CCCCCNC(=O)c1cccnc1SCC(=O)Nc1ccccc1OC	20%	-27%	-9.0%	i	8	32%	8%	2.1	41	i	1.0	0.6%
COc1ccc(CNC(=S)N/N=C/c2ccncc2)cc1	-1%	3%	-1.8%	i	58	4%	7%	-0.4	104	i	0.1	-0.2%
